Compound activity: PubChem, several laboratories
RTF Ca sens inh – cardiac RTF calcium desensitization; P19429+P45379; IANBD-labeled cardiac RTF, Ca2+ fluorescence; inhibition, % at 7.15 µM; 340,000 compounds, 0.12% hits; AID 493244;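 active = inhibition above the mean inhibition of all tested compounds plus 3 SD, cut at about 17% in these data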;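 also: assay run at fixed EC70 calcium of 1.6 mM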
PvdQ inh – blocks Pseudomonas aeruginosa PvdQ acylase activity | 340,000 compounds, 0.063% hits | inhibition, % at 10 µM | purified PvdQ acylase, fluorescence plate reader | AID 488965; in the data active = inhibition above about 30%, passing the limit was not always enough;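 also: 0% = vehicle neutral wells and 100% = reference inhibitor wells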
Keap1-Nrf2 PPI – disrupts human Keap1 binding to Nrf2 peptide; Keap1 Kelch-Nrf2 peptide fluorescence polarization, 1536-well; inhibition, % at 9.4 µM; 340,000 compounds, 0.15% hits; in the data active = inhibition above about 12%;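 also: human Keap1 Kelch domain with fluorescein labeled Nrf2 9mer peptide probe; 0% = neutral control wells and 100% = peptide positive control; higher means more block of Keap1 binding to Nrf2 peptide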
PKA-R2B act – activates the human PKA-R2B holoenzyme complex; 340,000 compounds, 0.079% hits; P22694+P31323; PKA-R2B holoenzyme dissociation, Cy5-IP20 fluorescence polarization; R2B truncated from residue 108, S112A mutant; 0% DMSO only, 100% 113 µM cGMP; AID 504700; activation, % at 11.4 µM;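 active = activation above a cutoff set at the mean over all compounds plus 3 SD, cut at about 18% in these data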;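 also: higher means more holoenzyme dissociation and a rise in polarization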
LANA DNA inh – KSHV C-LANA DNA binding inhibition; 340,000 compounds, 0.078% hits; MBP-C-LANA/FAM-LBS DNA binding, fluorescence polarization; AID 504423; inhibition, % at 9 µM;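 active = highest replicate inhibition at or above 60% at 9 µM, even if other replicates fall short; inactive = all replicates below 60% inhibition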;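 also: 0% = neutral control wells and 100% = 4 µM acridine orange control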
SR-BI DiI inh – blocks mouse SR-BI lipid uptake from DiI-HDL | Q61009 | ldlA[mSR-BI] CHO cells, DiI-HDL uptake fluorescence, 3 h | inhibition, % at 12.5 µM | 320,000 compounds, 0.96% hits | AID 488896;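 active = mean replicate inhibition of at least 70% and a set share of replicates each scoring 70 or more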;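 also: 0% = median of neutral control wells and 100% = median of positive control wells; values of inactives mirror those of a sister screen read the other way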
SR-BI DiI-HDL act – enhances SR-BI lipid uptake from DiI-HDL. CHO ldlA[mSR-BI] cells, DiI-HDL uptake fluorescence, 3 h; 100 = double the neutral-control signal. activation, % at 12.5 µM. 320,000 compounds, 0.096% hits;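 active = mean replicate activation of at least 60% and every replicate at or above 60%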;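 also: 0% = median plate neutral-control signal and 100% = twice that signal; values of inactives mirror those of a sister screen read the other way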
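Test system: SR-BI-overexpressing, LDLR-lacking CHO cells; Medium: Ham's F12 with 0.5% BSA, HEPES 25 mM, pH 7.4; Schedule: 3 h, 37 °C; Technique: bottom-read fluorescence, 550/595 nm.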
NSD2 inh – inhibitors of human histone methyltransferase NSD2 | O96028 | NSD2 peptide methylation, AlphaScreen, 120 min | inhibition, % at 12.5 µM | 310,000 compounds, 0.54% hits; in the data active = inhibition above about 50%
Arrestin-AP2 inh – blocks beta-arrestin peptide binding to AP2 adaptin; FITC-arrestin peptide / GST-AP2 beads, flow cytometry; AP2 beta2 appendage carries R879A mutation; inhibition, % at 10 µM; 340,000 compounds, 0.31% hits; AID 504490;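 active = inhibition above a set limit, near 3 SD of compounds lacking own fluorescence, cut at about 54% in these data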;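 also: plate controls were DMSO wells for no effect and 5 µM unlabelled arrestin peptide for full effect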
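system = GST-tagged AP2 beta2-adaptin appendage (R879A) on 4 µm glutathione beads | reagent = FITC-labelled arrestin peptide probe, 50 nM final | schedule = compound with beads 12 min RT, then probe 1 h RT | signal = HyperCyt-sampled flow cytometry, FL1 channel, ex 488/em 535 nm | read-out = percent response from loss of bead-bound FITC fluorescence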
DAGLB inh – blocks human DAGLB lipase activity. HEK293T DAGLB membrane lysate, EnzChek fluorogenic substrate. AID 504411. 340,000 compounds, 0.059% hits. inhibition, % at 5.17 µM. Q8NCG7; in the data active = inhibition above about 34%;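 also: 0% = enzyme with vehicle and 100% = wells lacking enzyme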
The depositor's hits bear a star; . = not tested or not shown. The order is random; any-hit rate near 2.1%.

No.	SMILES	RTF Ca sens inh	PvdQ inh	Keap1-Nrf2 PPI	PKA-R2B act	LANA DNA inh	SR-BI DiI inh	SR-BI DiI-HDL act	NSD2 inh	Arrestin-AP2 inh	DAGLB inh
1	COC(=O)c1ccc(CSc2ncnc3c2nnn3-c2ccc(F)cc2)o1	-4	-13	-5	4	-2.0	-23	23	-2	2	-1
2	COc1ccc(CCNC(=O)CSc2nc3[nH]ncc3c(=O)n2-c2ccccc2Br)cc1OC	6	-6	1	-19	0.0	2	-2	1	0	-2
3	CC1CCc2sc(C(=O)OCC(=O)NCc3ccc(F)cc3)cc2C1 (stereo not drawn)	9	3	3	-1	0.7	-19	19	0	-3	-6
4	Cc1ccc(S(=O)(=O)N2[C@@H](c3ccccc3)C(C(=O)O)=CC[C@H]2c2ccc3c(c2)OCO3)cc1	11	-7	-3	-2	1.4	-16	16	.	-1	5
5	COc1cc(/C=C(\CC(=O)O)c2nc3ccccc3s2)ccc1OCC(=O)Nc1ccccc1F	-7	-8	7	-10	3.4	0	0	6	-19	5
6	COc1ccc(CC(=O)Nc2cc(S(=O)(=O)N3CCOCC3)ccc2N2CCOCC2)cc1OC	-2	-13	2	-6	-0.4	-6	6	-1	-3	-1
7	O=C(O)CN(c1ccccn1)S(=O)(=O)c1ccc(Cl)cc1	-5	0	-1	1	-0.6	-12	12	.	5	1
8	NC1=NC(=O)/C(=C/c2cccc(F)c2)S1	-5	-1	0	8	1.2	-32	32	-5	12	-7
9	O=C(c1cccs1)N1CCN(S(=O)(=O)c2cccs2)CC1	-9	-6	-2	4	0.3	.	.	-1	7	-1
10	COc1ccc(C2C(C(=O)NCCN(C)C)c3cc(OC)c(OC)cc3C(=O)N2C)cc1OC (stereo not drawn)	-10	-3	-1	-1	0.9	-20	20	1	0	-2
11	O=C(NCCO)c1ccc2c3n(nc2c1)-c1ccc(Cl)cc1CO3	-26	-10	3	-4	0.6	9	-9	.	-8	3
12	O=c1c2ccccc2[nH]c(=S)n1CCCN1CCOCC1	3	-12	4	-7	1.1	-12	12	0	-10	-2
13	O=C(Nc1ccccc1N1CCOCC1)c1ccc2ccccc2c1	-8	-9	-7	-5	0.8	55	-55	-6	3	-4
14	c1ccc2[nH]c(NCc3ccc4c(c3)OCO4)nc2c1	-8	-10	1	5	0.0	-24	24	2	0	-3
15	Cc1ccc(CN2CCNC(=O)C2CC(=O)NCCCn2ncc3ccccc32)o1 (stereo not drawn)	-12	-4	0	2	1.2	-7	7	4	9	-2
16	CN1C(=O)CC(N2CCN(Cc3ccc(Cl)cc3)CC2)C1=O (stereo not drawn)	-7	-11	-4	1	2.0	-41	41	-3	3	-2
17	NS(=O)(=O)c1ccc(Sc2ccccn2)c([N+](=O)[O-])c1	.	-9	2	.	-1.2	-9	9	-1	-3	.
18	CS(=O)(=O)N(CC(=O)N1CCN(c2ccccc2F)CC1)C1CCCCC1	-1	-12	1	3	0.4	20	-20	0	1	0
19	O=C(COC(=O)c1cc(Cl)ccc1O)c1ccc2c(c1)OCO2	-8	-6	2	7	0.2	-5	5	-3	4	-10
20	S=c1[nH]nc2ccccn12	-3	7	-1	-6	-0.9	-37	37	.	27	-3
21	O=C(CSc1nnc(-c2ccncc2)n1CC1CCCO1)Nc1nccs1 (stereo not drawn)	0	-10	-8	0	-2.2	-14	14	-2	-8	0
22	COc1ccccc1-c1cnn2c(NC3CCCC3)cc(C)nc12	-8	-11	-2	-2	1.5	86*	-86	.	1	-1
23	CCOc1cc(/C=C2/NC(=S)NC2=O)ccc1OCc1ccc([N+](=O)[O-])cc1	-1	-2	-3	1	0.6	73*	-73	-4	4	-1
24	Cc1nn(C)c(C)c1/C=N/O	-2	-10	3	-1	-1.6	-22	22	27	2	-3
25	Cc1onc(C(=O)NCc2cccs2)c1[N+](=O)[O-]	-15	-1	0	4	-2.2	-2	2	34	7	-2
26	CC1CN(c2ccc(Oc3ccccc3)cc2)c2nc3c(c(=O)n(CC(N)=O)c(=O)n3C)n2C1 (stereo not drawn)	-9	-9	0	0	-0.2	-15	15	.	1	4
27	CSc1nc(S(=O)(=O)c2ccc(C)cc2)c(Cl)s1	9	-8	0	-5	-0.1	-31	31	-4	5	-4
28	Cc1ccc(C)c(NC(=O)COC(=O)c2ccc3ccccc3n2)c1	-5	0	-3	-5	21	-29	29	0	12	-10
29	COc1ccc(/C=N/NC(=O)c2[nH]ncc2Br)c(OC)c1	-4	-17	-2	-8	0.7	22	-22	.	-1	1
30	CCCCc1cc(=O)oc2cc(C)cc(OCC(=O)NCC3CCC(C(=O)O)CC3)c12 (stereo not drawn)	5	15	4	-4	1.2	-7	7	.	-8	3
31	N#CC(c1nc2ccccc2nc1N1CCCC1)S(=O)(=O)c1ccccc1 (stereo not drawn)	-31	3	-3	0	2.3	-40	40	1	3	0
32	Cc1ccc(/C=N/NC(=O)Cc2cccn2C)s1	-12	-3	-2	-13	1.3	-24	24	2	1	0
33	COc1ccc(-c2nc(CS(=O)(=O)CC(=O)NCCCN3CCN(C)CC3)c(C)o2)cc1	-1	-10	-5	4	-1.6	14	-14	5	10	0
34	Cc1cc(Cl)ccc1NC(=O)CSc1nnc(Cc2cccs2)n1Cc1ccco1	-30	-12	-7	9	-2.0	-8	8	-4	-4	-1
35	Cn1c(=O)[nH]c2nc[nH]c2c1=O	4	-2	-4	-3	-1.4	-9	9	.	4	2
36	CCOc1ccc(CNC(=O)C2CCN(S(=O)(=O)N3CCCC3)CC2)cc1OC	0	5	0	-6	1.4	-7	7	-2	8	-2
37	O=C(CCn1c(=O)c2sccc2n(Cc2cc(=O)n3ccccc3n2)c1=O)NCc1ccco1	0	-3	4	-16	0.1	-5	5	0	4	3
38	Fc1ccc(COc2ccc(Br)cc2CNCC2CCCO2)cc1 (stereo not drawn)	5	-7	1	-2	-0.6	0	0	.	15	-1
39	CCN(Cc1ccccc1)C(=O)/C=C/c1ccccc1[N+](=O)[O-]	0	3	-2	-10	0.6	0	0	2	3	1
40	COc1ccc(CCC(=O)OCC(=O)Nc2ccc3[nH]c(=O)[nH]c3c2)cc1	-8	-15	0	-12	0.3	-11	11	.	-5	2
41	CCN(C(=O)c1ccco1)c1nnc(-c2cccnc2)s1	-3	-6	-3	0	-0.1	-12	12	-8	-7	0
42	Cc1ccc(-c2[nH]ncc2C(=O)c2ccccc2C)c(O)c1	-2	-38	-1	3	0.5	18	-18	0	0	2
43	COc1ccc(NC(=O)CC2C(=O)N(c3ccc(Cl)cc3)C(=S)N2CCc2ccccn2)cc1 (stereo not drawn)	3	-17	0	-12	-0.5	-12	12	-2	-3	-1
44	COc1ccc(CN(C)C(=O)CCl)cc1	9	-9	-6	-9	-0.1	-12	12	7	18	-1
45	NC(=O)C[C@@H]1NC(=O)CNC(=O)c2cc([N+](=O)[O-])cc(I)c2NCCC(C(N)=O)NC1=O (stereo partly drawn)	-1	3	-3	-5	1.2	-24	24	.	33	-1
46	Cc1ccc(S(=O)(=O)Nc2ccc(S(=O)(=O)Nc3nccs3)cc2)c([N+](=O)[O-])c1	-1	0	2	-2	-1.6	-10	10	3	-7	0

Six compounds drawn at random from the list so far:
No.	SMILES	RTF Ca sens inh	PvdQ inh	Keap1-Nrf2 PPI	PKA-R2B act	LANA DNA inh	SR-BI DiI inh	SR-BI DiI-HDL act	NSD2 inh	Arrestin-AP2 inh	DAGLB inh
40	COc1ccc(CCC(=O)OCC(=O)Nc2ccc3[nH]c(=O)[nH]c3c2)cc1	-8	-15	0	-12	0.3	-11	11	.	-5	2
32	Cc1ccc(/C=N/NC(=O)Cc2cccn2C)s1	-12	-3	-2	-13	1.3	-24	24	2	1	0
5	COc1cc(/C=C(\CC(=O)O)c2nc3ccccc3s2)ccc1OCC(=O)Nc1ccccc1F	-7	-8	7	-10	3.4	0	0	6	-19	5
20	S=c1[nH]nc2ccccn12	-3	7	-1	-6	-0.9	-37	37	.	27	-3
43	COc1ccc(NC(=O)CC2C(=O)N(c3ccc(Cl)cc3)C(=S)N2CCc2ccccn2)cc1 (stereo not drawn)	3	-17	0	-12	-0.5	-12	12	-2	-3	-1
7	O=C(O)CN(c1ccccn1)S(=O)(=O)c1ccc(Cl)cc1	-5	0	-1	1	-0.6	-12	12	.	5	1

Reformatted: results already given
Values run as follows: RTF Ca sens inh, PvdQ inh, Keap1-Nrf2 PPI, PKA-R2B act, LANA DNA inh, SR-BI DiI inh, SR-BI DiI-HDL act, NSD2 inh, Arrestin-AP2 inh, DAGLB inh
#45 NC(=O)C[C@@H]1NC(=O)CNC(=O)c2cc([N+](=O)[O-])cc(I)c2NCCC(C(N)=O)NC1=O (stereo partly drawn)
    -1, 3, -3, -5, 1.2, -24, 24, ., 33, -1
#46 Cc1ccc(S(=O)(=O)Nc2ccc(S(=O)(=O)Nc3nccs3)cc2)c([N+](=O)[O-])c1
    -1, 0, 2, -2, -1.6, -10, 10, 3, -7, 0
